Dicer inh: inhibitors of human Dicer processing of pre-microRNA; 47,000 tested, 6% active; z-score at 25 µM; cat-ELCCA pre-miR-21 Dicer processing, chemiluminescence; hits give high values; Q9UPY3; AID 1347074; in the data active means z-score above about 3, passing the limit was not always enough;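 further: plate controls were vehicle for no effect and no enzyme for full effect; higher signal means more uncleaved substrate so more Dicer inhibition; strong numbers were not always called active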
Target sequence (Q9UPY3 whole entry, looked up): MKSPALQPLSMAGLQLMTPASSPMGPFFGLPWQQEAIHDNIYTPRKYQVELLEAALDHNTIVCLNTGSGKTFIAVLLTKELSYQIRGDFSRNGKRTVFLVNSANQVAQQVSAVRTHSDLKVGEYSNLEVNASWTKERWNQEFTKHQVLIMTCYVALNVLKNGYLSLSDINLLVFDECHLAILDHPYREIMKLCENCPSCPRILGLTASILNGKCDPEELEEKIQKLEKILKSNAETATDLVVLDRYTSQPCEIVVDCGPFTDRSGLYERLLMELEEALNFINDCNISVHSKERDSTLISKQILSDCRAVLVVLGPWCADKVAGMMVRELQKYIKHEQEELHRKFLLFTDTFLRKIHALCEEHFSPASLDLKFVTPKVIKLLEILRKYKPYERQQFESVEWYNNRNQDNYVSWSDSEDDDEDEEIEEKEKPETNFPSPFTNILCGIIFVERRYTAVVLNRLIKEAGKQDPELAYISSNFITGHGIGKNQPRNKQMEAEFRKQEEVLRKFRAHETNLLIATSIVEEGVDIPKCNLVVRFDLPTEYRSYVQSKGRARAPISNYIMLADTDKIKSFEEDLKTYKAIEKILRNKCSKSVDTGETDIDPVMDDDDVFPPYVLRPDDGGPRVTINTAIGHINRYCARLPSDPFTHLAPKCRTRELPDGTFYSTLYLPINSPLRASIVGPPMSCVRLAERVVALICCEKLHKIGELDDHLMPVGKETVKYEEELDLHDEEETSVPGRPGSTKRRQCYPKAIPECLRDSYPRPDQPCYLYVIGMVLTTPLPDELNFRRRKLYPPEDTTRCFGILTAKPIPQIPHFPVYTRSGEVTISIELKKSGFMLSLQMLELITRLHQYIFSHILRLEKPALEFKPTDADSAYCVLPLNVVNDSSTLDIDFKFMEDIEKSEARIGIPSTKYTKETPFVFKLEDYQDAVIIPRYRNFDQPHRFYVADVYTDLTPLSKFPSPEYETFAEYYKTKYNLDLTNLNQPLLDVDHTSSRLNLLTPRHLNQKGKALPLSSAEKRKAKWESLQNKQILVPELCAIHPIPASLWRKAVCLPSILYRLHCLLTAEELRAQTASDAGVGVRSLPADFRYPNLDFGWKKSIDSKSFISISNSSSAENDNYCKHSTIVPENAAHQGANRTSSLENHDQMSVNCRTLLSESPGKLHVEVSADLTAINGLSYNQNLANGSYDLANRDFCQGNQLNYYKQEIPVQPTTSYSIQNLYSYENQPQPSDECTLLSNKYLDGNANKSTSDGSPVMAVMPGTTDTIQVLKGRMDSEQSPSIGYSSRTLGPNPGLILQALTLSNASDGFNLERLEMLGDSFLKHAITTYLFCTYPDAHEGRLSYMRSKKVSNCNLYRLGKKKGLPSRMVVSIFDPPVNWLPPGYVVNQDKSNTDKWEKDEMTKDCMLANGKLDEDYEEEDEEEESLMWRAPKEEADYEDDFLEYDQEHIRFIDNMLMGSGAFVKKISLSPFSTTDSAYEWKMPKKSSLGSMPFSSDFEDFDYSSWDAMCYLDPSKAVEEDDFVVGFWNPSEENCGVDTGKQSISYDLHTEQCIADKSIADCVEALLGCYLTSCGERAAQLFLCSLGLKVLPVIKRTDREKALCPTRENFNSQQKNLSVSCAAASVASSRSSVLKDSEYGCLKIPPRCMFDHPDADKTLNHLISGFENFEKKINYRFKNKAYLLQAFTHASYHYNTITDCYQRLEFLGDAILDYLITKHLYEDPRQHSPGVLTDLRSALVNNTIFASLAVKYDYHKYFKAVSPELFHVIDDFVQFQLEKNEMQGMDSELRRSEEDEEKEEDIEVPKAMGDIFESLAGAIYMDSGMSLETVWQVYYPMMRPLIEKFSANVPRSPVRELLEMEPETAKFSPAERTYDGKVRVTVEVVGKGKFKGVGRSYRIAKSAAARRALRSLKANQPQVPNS
* marks the source's active call; other numbers are inactive results. An excerpt; the hit share may differ from the screen's.

no.	SMILES	Dicer inh
1	CC12C(=O)N(c3ccc(F)cc3)C(=O)C1ON(c1ccccc1)C2c1ccccc1O (stereo not drawn)	0.75
2	CSc1nnc(-c2csc(S(=O)(=O)Nc3cccc(Cl)c3)c2)n1C	1.85
3	CCOC(=O)C1CCN(C(=O)Nc2ccc(F)cc2F)CC1	-0.78
4	O=C1C(=O)N(CCCn2ccnc2)C(c2ccco2)/C1=C(\O)c1ccccc1 (stereo not drawn)	2.79
5	COc1cccc2c1OC(c1ccc(F)cc1)C([N+](=O)[O-])=C2 (stereo not drawn)	3.86*
6	C=CCN/C(SCC(=O)c1ccccc1)=C(\C#N)C(=O)OCC	-0.82
7	CC(C)(C)OC(=O)/C(C#N)=C/c1ccc(Cl)cc1	1.04
8	CCCOC(=O)C1=C(C)NC2=C(C(=O)CC(C)(C)C2)C1c1cccc(Cl)c1 (stereo not drawn)	-0.11
9	Cc1cc(C)c2nc(Nc3nc(O)cc(=O)[nH]3)nc(C)c2c1	5.25*
10	C/S(=N\S(=O)(=O)c1cccc2nsnc12)c1ccc(C(F)(F)F)cn1 (stereo not drawn)	-0.96
11	Nc1ccccc1S(N)(=O)=O	0.48
12	CCCOC(=O)C1=C(C)NC2=C(C(=O)CC(C)(C)C2)C1c1ccc(OC)c(Br)c1 (stereo not drawn)	5.69
13	Fc1cccc(CN2CCN(Cc3cccnc3)CC2)c1	1.81
14	CCOC(=O)c1sc(/S(C)=N/C(=O)Nc2ccc(Cl)cc2)c2c1CCC=C2 (stereo not drawn)	-1.62
15	Cn1nc(C(F)(F)F)c(-c2ccccc2)c1N1C(=O)CSCC1=O	0.59
16	CCn1cc(CN(C)C(=O)c2cnn3c(C(F)F)cc(-c4ccccc4)nc23)c(C)n1	0.98
17	O=C(NC(Cc1cc(=O)[nH]c2ccccc12)C(=O)O)c1ccc(Cl)cc1 (stereo not drawn)	-0.23
18	Cc1nnc(Nc2c(C)n(C)n(-c3ccccc3)c2=O)[nH]c1=O	-0.67
19	CCn1cc(CNC(=O)c2cnn3c(C(F)F)cc(-c4ccc(C)cc4)nc23)cn1	0.86
20	Cc1ccc(S(C)=O)cc1-n1c(=O)n(Cc2ccccc2)c(=O)c2[nH]cnc21 (stereo not drawn)	0.41
21	Cc1onc2c(=O)n(-c3ccccc3)nc(-c3ccccc3)c12	-1.21
22	Cc1csc2ncnc(Sc3ccccc3NC(=O)c3cc(Cl)cc(Cl)c3)c12	-4.47
23	CCn1nc(C)cc1-c1n[nH]c(=S)n1-c1ccccc1	-0.98
24	CN(C)c1cccc(N(C)C)c1CNC(=O)C(C)(C)C	0.51
25	CCCCOC(=O)Nc1nnc(CC)s1	0.59
26	COC(=O)c1scc(C)c1N/N=C/c1cccc(OC)c1	0.51
27	Cc1nc2ccccc2c(C(=O)O)c1O	-2.34
28	CCc1c(C(=O)OC)nn(-c2ccc(C)cc2)c(=O)c1C#N	0.37
29	Cc1nn(-c2ccccc2)c2c1C(c1ccc(Cl)cc1)C(C#N)=C(N)O2 (stereo not drawn)	-1.15
30	CS(=O)(=O)NCCc1ccc(S(N)(=O)=O)cc1	6.86*
31	COC(=O)CNC(=O)c1cccnc1Sc1ccc(Cl)cc1	0.16
32	O=C(CCn1nnc(-c2cccc(Cl)c2Cl)n1)N/N=C/c1ccc(Cl)cc1	2.39
33	Cc1ccccc1CSc1nnc(-c2ccccc2Cl)o1	0.36
34	FC(F)(F)c1ccc(-n2ccnc2)nc1	-1.47
35	Cc1ccc(C(=O)c2cc3ccccc3o2)cc1C	-0.24
36	O=C(c1ccco1)N1CCN(C2CC(=O)N(c3cccc(Cl)c3)C2=O)CC1 (stereo not drawn)	-2.2
37	Cc1ccc(-n2nnnc2-c2cnc3cc(Cl)ccc3c2N)cc1	-0.44
38	COC(=O)c1c(OC)ccc(N=C/C(C(C)=O)=C(\C)O)c1OC	-0.8
39	CCc1c(OS(=O)(=O)c2ccc(C)cc2)c2ccccc2n(C)c1=O	-1.74
40	Cn1c(NCCCO)nc2c1c(=O)n(Cc1ccccc1F)c(=O)n2C	0.01
41	Cn1ccnc1Sc1cnc(=S)[nH]c1-c1ccc(Cl)cc1	-2.46
42	CCC(C)N1CC23C=CC(O2)C(C(=O)OC(C)C)C3C1=O (stereo not drawn)	0.83
43	COc1cc2cc(OS(=O)(=O)c3ccc(C(C)C)cc3)nc(C)c2cc1OC	2.1
44	CCCCOc1ncnc2c1sc1nc3c(cc12)COC(C)(C)C3	-0.33
45	O=C1C(=O)N(CCCN2CCOCC2)C(c2ccc(F)cc2)/C1=C(\O)c1ccc(F)cc1 (stereo not drawn)	2.44
46	CCOC(=O)C(NC(C)=O)(Nc1cccc(C)c1)C(F)(F)F (stereo not drawn)	0.06
47	Cn1c2ccccc2c2cc([N+](=O)[O-])ccc21	0.39
48	Cn1c(SCc2ccc(-c3csnn3)cc2)nnc1C(F)(F)F	-1.11
49	CC(C)C(=O)c1c(C(C)C)nn2ccccc12	-0.51
50	Cc1c(C)c(C)c(S(=O)(=O)N2CCCC2)c(C)c1C	-0.51
51	Cc1cccc(CNCc2ccc3c(c2)OCO3)c1	0.66
52	CN(n1cnc2ccccc2c1=O)S(C)(=O)=O	3.02*
53	Cc1cc(S(=O)(=O)Nc2ccnn2C)c(C)cc1Cl	0.05
54	O=S1(=O)N=C(Nc2ccc(N3CCCCC3)c(Cl)c2)c2ccccc21	1.56
55	COc1cccc2c(=O)c(C(=O)O)c[nH]c12	0.71
56	C=CCc1c(C)nc(SCC(=O)c2ccc(Cl)cc2)[nH]c1=O	0.24
57	Cc1ccc(C(=O)c2ccc(CC(=O)O)n2C)cc1	-0.55
58	COc1ccc(C2Nc3ccc4ncccc4c3C3=C2C(=O)CCC3)cc1 (stereo not drawn)	-1.42
59	CSc1n[nH]c(-c2ccc(Cl)cc2)c1C#N	-0.37
60	O=[N+]([O-])c1c(SCCO)ccc2nsnc12	-4.66

Other structures follow.
no.	SMILES	Dicer inh
61	COC(=O)c1cc(NC(=O)NC(=O)c2c(Cl)cccc2Cl)ccc1S(=O)(=O)Cc1ccc(Cl)cc1	1.45
62	O=C(NC(=O)c1csc([N+](=O)[O-])c1)NN1CCOCC1	0.53
63	O=C(O/N=C1\CCCc2[nH]c3ccccc3c21)c1ccc(Cl)cc1Cl	0.99
64	O=[N+]([O-])c1cc(Cl)c(Sc2ccccc2)cc1Sc1ccccc1	-2.03
65	COc1ccc(S(=O)(=O)N(CCC#N)C2CCc3ccccc32)cc1OC (stereo not drawn)	-2
66	CCOC(=O)C1=C(C)Nc2nnnn2C1c1cc(Br)ccc1OCC (stereo not drawn)	1.53
67	CC1CCc2c(sc3ncn(CC(=O)O)c(=O)c23)C1 (stereo not drawn)	2.92
68	Cc1nc(C)c(-c2ccnc(-c3ccc(C(F)(F)F)cc3)n2)o1	0.18
69	CC(=O)N[C@@H](CC(C)C)C(=O)O	1.13
70	Cc1cc(SCC(=O)O)nc2ccccc12	0.26
71	O=c1c(-c2ccccc2)c(C(F)(F)F)oc2c(CN3CCOCC3)c(O)ccc12	-0.24
72	COc1cc([C@@H]2Nc3c(C)cccc3[C@@H]3C=CC[C@@H]32)cc(Br)c1OC	1.29
73	Cc1ccc2c(c1)c(C)c(C)n2CC(O)CN1CCOCC1 (stereo not drawn)	4.57*
74	N#CC1=C(N)Oc2n[nH]c(-c3ccccc3)c2C12C(=O)Nc1ccc(Cl)cc12 (stereo not drawn)	-2.54
75	CC(C)S(=O)(=O)c1csc(C(=O)Nc2ccc(F)cc2)c1N	1
76	Cc1nnc(Nc2ccccc2O)c2ccccc12	0.2
77	CCCCCCNC(=O)NCCCC(=O)O	-0.94
78	O=C(NC1CCCCC1)n1c(=S)oc2cc(Cl)ccc21	1.98
79	COc1ccccc1NC(=O)CSC1=NCCS1	4.2*
80	C=CCn1c(Sc2c3c(nc4ncnn24)CCC3)nnc1-c1ccccc1	0.01
81	COc1ccc(OC)c(NC(=S)NCCO)c1	2.45
82	CCCc1ccc(-n2[nH]nnc2=S)cc1	1.94
83	CN(CCO)c1nc2cc(Cl)ccc2s1	-0.17
84	CCCCn1c(Oc2ccccc2Cl)nc2c1c(=O)n(C)c(=O)n2C	0.58
85	COc1ccc(OC)c(NS(=O)(=O)c2ccc(Cl)cc2)c1	1.24
86	O=C(Nc1nccs1)C(=O)c1c(-c2ccccc2)cc2ccccn12	0.51
87	CCOC(=O)CCC(=O)Nc1sc2c(c1C(=O)OC)CCCC2	-0.01
88	COc1ccc(C(=O)Cn2c3ccccc3n3nc(-c4ccco4)nc23)cc1	1.45
89	Clc1ccccc1N=C1SCCS1	-0.83
90	Cc1nccnc1-c1ccnn1S(=O)(=O)c1ccccc1	0.94
91	O=C(NC(=O)c1c(Cl)cccc1Cl)Nc1c(F)cc(F)cc1Br	-0.58
92	COC(=O)CN1C(c2ccccc2O)Nc2ccc(Br)cc2C1c1ccccc1 (stereo not drawn)	0.75
93	N#CC1c2ccccc2C=CN1C(=O)C1=CCCCC1 (stereo not drawn)	-0.37
94	O=C(Nc1csc(-c2cccc(Cl)c2Cl)n1)OCc1cc(Cl)cc(Cl)c1	-0.06
95	CC1=C(C(=O)Nc2nc3ccccc3s2)C(c2cccc(Br)c2)C2=C(CCCC2=O)N1 (stereo not drawn)	3.18*
96	CCC(C)OC(=O)C(C)Oc1ccc2c(=O)c(Oc3ccc(C)cc3)coc2c1 (stereo not drawn)	4.2*
97	CCCOC(=O)Nc1sc2c(c1C(=O)OCC)CCCC2	0.6
98	CCOC(=O)CSc1nc(SCC(=O)OCC)c2c3c(sc2n1)CCC3	2.88
99	CCn1c(CSc2nc(-c3ccc(Cl)cc3)cn2-c2ccc(C)cc2)n[nH]c1=S	5.38*
100	COc1ccc(/C(O)=C2/C(=O)C(=O)N(CCCN(C)C)C23C(=O)N(C)c2ccccc23)cc1C (stereo not drawn)	0.63
101	O=C(O)CNC(=O)c1cccnc1Oc1ccccc1	0.58
102	CCO/C=C1/SC(=S)N(c2ccc(C)cc2C)C1=O	-0.96
103	COC(=O)c1sccc1NC(=O)CCC(=O)O	1.46
104	c1ccc(Cc2nnc3sc(-c4ccc5c(c4)OCCO5)nn23)cc1	1.58
105	CN(C(=O)CSc1cc(Cl)ccc1Cl)c1ccc(F)cc1F	-0.09
106	CCCS(=O)(=O)N1CCN(Cc2cc(Br)ccc2O)CC1	2.6
107	CCOC(=O)C1C(c2cccc(Cl)c2)C(C(=O)OCC)C(O)(C(F)(F)F)NC1(O)C(F)(F)F (stereo not drawn)	1.85
108	Cc1[nH][nH]c(=O)c1C(c1ccccc1OCc1ccccc1)c1c(C)[nH][nH]c1=O	-6.41
109	CC1(C)Cc2c(C#N)c(SCc3nc4ccccc4[nH]3)nc(N3CCOCC3)c2CO1	-1.2
110	NC(=S)NNC(=O)c1ccccc1Cl	-0.51
111	C/S(=N/C(=O)Nc1ccc(Cl)cc1)c1sc(Cl)c2c1C(=O)CC(C)(C)C2 (stereo not drawn)	-1.06
112	S=c1nc[nH]c2c1nnn2Cc1ccccc1	-1.19
113	COc1cc(C2CC(=S)Nc3ccccc3S2)cc(OC)c1OC (stereo not drawn)	-0.5
114	Cc1c(O)ccc(-c2[nH]ncc2-c2nc3ccccc3s2)c1O	-0.19
115	O=C(NCc1ccccc1Cl)c1ccc2nnsc2c1	-0.37
116	CCOC(=O)COc1ccc2c(=O)c(Oc3ccc(OC)cc3)coc2c1	0.03
117	COCCCn1c2c(c(=O)[nH]c1=O)C(c1ccccc1)C1=C(N2)c2ccccc2C1=O (stereo not drawn)	0.35
118	Cc1noc(N2C(=O)C3C4C=CC(C4)C3C2=O)c1C (stereo not drawn)	-0.05
119	CCOC(=O)c1c(NC(=O)c2cc3ccccc3c(=O)o2)sc(C)c1C	0
120	O=C(O)c1ccc(CSc2n[nH]c(Cc3ccccc3)n2)o1	0.98

Remaining list, next part.
no.	SMILES	Dicer inh
121	Cn1ncc(C(=O)O/N=C/c2ccc(OC(F)(F)F)cc2)c1-n1cccc1	-0.61
122	Cc1ccc(S(=O)(=O)NC(C)(C)CSc2ncccn2)cc1	23.7
123	CCCCOC(C)n1ccc(=O)[nH]c1=O (stereo not drawn)	0.74
124	CCOC(=O)Cc1csc(NC(=O)Nc2ccc(OCc3ccccc3)cc2)n1	1.26
125	Cc1ccc(/C=N/Nc2ncnc3sc(-c4ccccc4)cc23)o1	3.83*
126	CC1(C)CC(=O)c2cnn(-c3nc4ccccc4[nH]3)c2C1	-0.77
127	CCOC(=O)c1cc(C#N)c(N2CCCNCC2)nc1C(F)(F)F	-0.85
128	CNC(=O)CSc1nc2ccccc2[nH]1	1.43
129	Cn1c2ccccc2c2nnc(SCC(=O)Nc3nc4ccccc4s3)nc21	0.89
130	O=S(=O)(c1ccccc1)n1nc(-c2ccc(Cl)cc2)nc1NCc1ccco1	2.38
131	Cc1cc(C(C)(C)C)ccc1NC(=O)CCC(=O)O	0.71
132	CC[C@H](CO)NCCN[C@H](CC)CO	12.8
133	c1ccc(C[C@H]2COC(C3=N[C@H](Cc4ccccc4)CO3)=N2)cc1	-0.56

Source: PubChem BioAssay (Center for Chemical Genomics, University of Michigan)
